High-throughput results (PubChem)
G6PDH CS: inhibits Leuconostoc G6PDH, flagging false hits in G6PDH-based assays. Purified L. mesenteroides G6PDH, diaphorase/resazurin coupled fluorescence, 45 min. inhibition, % at 5 µM. hit rate 0.12% among 200,000. AID 1020; in the data active = inhibition above about 50%
TNAP inh no acc: blocks human TNAP activity with no phosphate acceptor present; P05186; purified TNAP, CDP-star luminescence, 30 min; inhibition, % at 20 µM; hit rate 0.26% among 200,000; AID 1012;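 active = tissue-nonspecific alkaline phosphatase inhibition above about 50% at 20 µM in the single-dose screen, limit read from the data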;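 note: 0% = DMSO negative control and 100% = EDTA positive control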
Target sequence (P05186 whole entry, looked up): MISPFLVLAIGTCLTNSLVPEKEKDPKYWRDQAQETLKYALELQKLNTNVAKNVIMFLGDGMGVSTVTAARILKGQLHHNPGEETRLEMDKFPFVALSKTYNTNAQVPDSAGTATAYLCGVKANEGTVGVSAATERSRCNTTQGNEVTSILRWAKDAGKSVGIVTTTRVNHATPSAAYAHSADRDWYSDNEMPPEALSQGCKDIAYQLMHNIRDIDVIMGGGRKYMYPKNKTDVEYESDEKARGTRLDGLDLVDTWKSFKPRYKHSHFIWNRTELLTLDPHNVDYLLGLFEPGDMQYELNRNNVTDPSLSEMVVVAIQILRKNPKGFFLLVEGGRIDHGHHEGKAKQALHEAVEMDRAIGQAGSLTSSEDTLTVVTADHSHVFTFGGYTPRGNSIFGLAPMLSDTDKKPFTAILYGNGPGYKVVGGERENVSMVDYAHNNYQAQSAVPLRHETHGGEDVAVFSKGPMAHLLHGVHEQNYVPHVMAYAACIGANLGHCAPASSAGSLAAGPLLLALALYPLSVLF
PMI act: increases human mannose-6-phosphate isomerase activity | activation factor at 20 µM | P34949 | purified human PMI, coupled resazurin fluorescence, 20 min; hits give high values; 1 = vehicle control, 0 substrate-free wells | AID 1214 | hit rate 0.005% among 190,000;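 active = activation factor of 2 or more at 20 µM, relative to plate controls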
Efa HMGR inh: E. faecalis class II HMG-CoA reductase inhibition. purified E. faecalis HMGR, NADPH absorbance 340 nm kinetic. inhibition, % at 10 µM. hit rate 0.41% among 190,000. AID 1066;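 active = inhibition above a set limit, the median over all tested compounds plus 3 SD, cut at about 9.5% in these data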;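 note: enzyme runs in reverse so mevalonate oxidation gives rising NADPH absorbance; 0% = complete reaction with DMSO and 100% = background rate lacking mevalonate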
Diaphorase inh: diaphorase inhibition or chemical oxidation counter-screen; diaphorase resazurin-to-resorufin fluorescence, NADH, 16 min; bacterial (C. kluyveri) enzyme, not human; hit rate 0.69% among 190,000; inhibition, % at 20 µM;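 active = primary screen inhibition at 20 µM above a set limit, cut at about 50% in these data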;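 note: plate controls were DMSO with full reaction for no effect and wells lacking NADH for full effect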
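Assay system: diaphorase enzyme from Clostridium kluyveri. Quantity: enzyme working solution with 0.14 U/mL diaphorase. Schedule: reaction incubation of 16 min at room temperature. Technique: resorufin fluorescence, excitation 544 nm, emission 590 nm. Controls: No-NADH positive control and DMSO neutral control.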
TNAP act hiacc: activators of human TNAP at high phosphate acceptor concentration. activation factor at 20 µM. P05186. purified TNAP, CDP-star luminescence, 1 M DEA, 30 min; hits give high values; 0 = EDTA background, 1 = DMSO-only activity. 200,000 tested, under 10 active;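 active = activation factor at least 2 at 20 µM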
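Test system – human TNAP · Doses – 20 µM single point · Incubation – 30 min, room temperature · Signal – luminescent substrate turnover signal · Read-out basis – activation factor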
Diaph act CS: counter-screen for diaphorase-based assays: diaphorase activators and chemical reducers; Diaphorase/resazurin coupled assay, resorufin fluorescence, 16 min; hits give high values; 1 = vehicle wells, 0 = NADH-free wells; activation factor at 20 µM; hit rate 0.005% among 190,000; AID 1229;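 active = diaphorase activity raised at least twofold by the compound at 20 µM; inactive = activation factor below 2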
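Assay system: bacterial diaphorase enzyme (C. kluyveri) / Input: enzyme 0.07 U/mL final / Medium: 50 mM HEPES pH 7.4 with 4.542 mM MgCl2, 0.005% Tween 20 / Doses: single compound dose of 20 µM, 1% DMSO final / Incubation: 16 min enzyme reaction, ambient temperature / Signal: fluorescence, excitation 544 nm and emission 590 nm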
PMI act hi M6P: activators of human phosphomannose isomerase at near-saturating mannose 6-phosphate. coupled PMI enzyme assay, resazurin fluorescence, 20 min; hits give high values; 1 = untreated enzyme, 0 = substrate-free blank. activation factor at 20 µM. hit rate 0.34% among 190,000. AID 1216;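 active = activation factor of 2 or more at 20 µM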
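Test system: human phosphomannose isomerase with PGI, G6PDH, diaphorase coupling enzymes; amount: 15 ng/mL PMI; incubation: enzyme reaction with compound 20 min at room temperature; technique: resorufin fluorescence (Ex 544/Em 590 nm) from resazurin via diaphorase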
TNAP inh hiacc: inhibitors of human TNAP at high phosphate acceptor concentration; P05186; purified TNAP, CDP-star luminescence, 1 M DEA; inhibition, % at 20 µM; hit rate 0.03% among 200,000; AID 1135;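 active = over 50% inhibition of tissue-nonspecific alkaline phosphatase at 20 µM in the single-dose screen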;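 note: plate controls were DMSO wells for no effect and EDTA-quenched wells as full inhibition for full effect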
FLuc stim CS: firefly luciferase counter-screen for stimulation assays. P08659. ATPlite luciferase biochemical, luminescence, 10 min; 0 = ATP-free wells, 1 = DMSO control. activation factor at 10 µM. 200,000 tested, under 10 active. AID 1027;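 active = luciferase activation factor, scaled between plate controls, of at least 2 with compound at 10 µM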
Target sequence (P08659 whole entry, looked up): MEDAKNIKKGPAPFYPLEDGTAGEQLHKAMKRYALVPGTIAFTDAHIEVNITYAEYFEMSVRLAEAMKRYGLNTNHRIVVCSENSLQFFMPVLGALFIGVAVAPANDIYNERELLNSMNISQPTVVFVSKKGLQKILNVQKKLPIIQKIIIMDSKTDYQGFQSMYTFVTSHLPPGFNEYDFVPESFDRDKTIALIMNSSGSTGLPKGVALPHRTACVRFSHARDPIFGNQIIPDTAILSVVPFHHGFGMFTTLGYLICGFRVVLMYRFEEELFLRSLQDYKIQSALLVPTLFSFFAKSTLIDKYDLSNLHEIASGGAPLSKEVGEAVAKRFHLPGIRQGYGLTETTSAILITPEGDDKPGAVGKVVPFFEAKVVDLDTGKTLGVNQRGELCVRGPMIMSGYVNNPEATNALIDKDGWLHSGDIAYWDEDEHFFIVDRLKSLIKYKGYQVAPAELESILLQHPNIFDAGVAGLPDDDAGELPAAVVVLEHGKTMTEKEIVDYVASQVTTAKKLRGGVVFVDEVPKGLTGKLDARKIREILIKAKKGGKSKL
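Assay system: Luciferase/luciferin detection reagent, cell-free biochemical luciferase assay / Read-out: luciferase activation / Benchmarks: No-ATP low control, compound-free enzyme-plus-ATP high control / Medium: PBS buffer for ATP / Detection: luminescence measurement of luciferase light output / Schedule: 10 min at ambient temperature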
* = called active by the depositor.

What do the screens show for `COc1cc(OC)cc(C(=O)Nc2cc(NC(=O)c3ccco3)ccc2OC)c1`?
G6PDH CS: 7.7; TNAP inh no acc: -15.0; PMI act: 1; Efa HMGR inh: -4.6; Diaphorase inh: 21.8; TNAP act hiacc: 1.1; Diaph act CS: 0.8; PMI act hi M6P: 0.8; TNAP inh hiacc: -9.6; FLuc stim CS: 1

How did Cc1ccc(C(=O)N/C(=C/c2ccc(Cl)cc2)C(=O)Nc2cccc(C(=O)O)c2)cc1 do in these assays?
G6PDH CS: 6.6; TNAP inh no acc: -11.0; PMI act: 1; Efa HMGR inh: -0.7; Diaphorase inh: 0.0; TNAP act hiacc: 1; Diaph act CS: 1; PMI act hi M6P: 1.1; TNAP inh hiacc: 4.1; FLuc stim CS: 1

How did Cn1c(CCNC(=O)c2ccco2)nc2cc(NC(=O)C3CCCCC3)ccc21 do in these assays?
G6PDH CS: 4.7; TNAP inh no acc: -14.3; PMI act: 1.1; Efa HMGR inh: -2.4; Diaphorase inh: 16.0; TNAP act hiacc: 1; Diaph act CS: 0.8; PMI act hi M6P: 1.1; TNAP inh hiacc: -4.2; FLuc stim CS: 1

How did O=C(c1cccnc1)N1CCN(C(=O)c2cccs2)CC1 do in these assays?
G6PDH CS: 7.0; TNAP inh no acc: -11.4; PMI act: 0.9; Efa HMGR inh: -5.6; Diaphorase inh: 12.8; TNAP act hiacc: 1; Diaph act CS: 0.9; PMI act hi M6P: 0.9; TNAP inh hiacc: -4.2; FLuc stim CS: 1

How did O=c1[nH]oc(O)c1-c1ncc(C(F)(F)F)cc1Cl do in these assays?
G6PDH CS: 1.8; TNAP inh no acc: -6.4; PMI act: 1; Efa HMGR inh: 3.8; Diaphorase inh: -0.3; TNAP act hiacc: 1; Diaph act CS: 1; PMI act hi M6P: 1.1; TNAP inh hiacc: -1.1; FLuc stim CS: 1

Results for COc1c(/C=N/NC(=O)c2ccccc2O)c(CCN(C)C(C)=O)cc2c1OCO2 ?
G6PDH CS: 18.5; TNAP inh no acc: -24.0; PMI act: 0.8; Efa HMGR inh: -3.0; Diaphorase inh: 5.7; TNAP act hiacc: 1; Diaph act CS: 0.9; PMI act hi M6P: 0.9; TNAP inh hiacc: -1.5; FLuc stim CS: 0.2

Results for CCOC(=O)c1c(-c2ccccc2)oc2ccc(O)c(CN(C)C)c12 ?
G6PDH CS: 10.3; TNAP inh no acc: -3.0; PMI act: 1.1; Efa HMGR inh: 3.6; Diaphorase inh: 0.3; TNAP act hiacc: 1; Diaph act CS: 1; PMI act hi M6P: 1; TNAP inh hiacc: -4.4; FLuc stim CS: 1

How did Cc1ccc2nc(C)c(C(=O)N/N=C/c3cccs3)cc2c1 do in these assays?
G6PDH CS: -7.0; TNAP inh no acc: -1.0; PMI act: 1.1; Efa HMGR inh: 5.2; Diaphorase inh: -6.6; TNAP act hiacc: 0.9; Diaph act CS: 1.1; PMI act hi M6P: 1.1; TNAP inh hiacc: 5.2; FLuc stim CS: 0.6

Results for O=C1OC(Nc2nc3ccccc3s2)c2ccccc21 (configuration not stated) ?
G6PDH CS: 3.1; TNAP inh no acc: -13.8; PMI act: 1; Efa HMGR inh: 3.2; Diaphorase inh: 5.0; TNAP act hiacc: 1; Diaph act CS: 0.9; PMI act hi M6P: 1; TNAP inh hiacc: -4.4; FLuc stim CS: 0.7

What do the screens show for `Cc1c(C(=O)Oc2cccc3cccnc23)cccc1[N+](=O)[O-]`?
G6PDH CS: 42.3; TNAP inh no acc: -25.6; PMI act: 0.7; Efa HMGR inh: 0.2; Diaphorase inh: 32.5; TNAP act hiacc: 1; Diaph act CS: 0.7; PMI act hi M6P: 0.6; TNAP inh hiacc: -4.3; FLuc stim CS: 1

What do the screens show for `CC1(C)SC2[C@H](NC(=O)C(NC(=O)N3CCNC3=O)c3ccccc3)C(=O)N2C1C(=O)O` (some centres not stated)?
G6PDH CS: 9.6; TNAP inh no acc: -48.5; PMI act: 1; Efa HMGR inh: -2.8; Diaphorase inh: 12.7; TNAP act hiacc: 1; Diaph act CS: 0.9; PMI act hi M6P: 1; TNAP inh hiacc: -4.4; FLuc stim CS: 1.1

What do the screens show for `Cc1c(C(=O)NCCN2CCOCC2)oc2ccc(S(=O)(=O)N3CCCCCC3)cc12`?
G6PDH CS: 11.5; TNAP inh no acc: -2.8; PMI act: 0.9; Efa HMGR inh: 0.3; Diaphorase inh: 12.6; TNAP act hiacc: 1; Diaph act CS: 0.9; PMI act hi M6P: 0.9; TNAP inh hiacc: -0.2; FLuc stim CS: 1

Results for COc1cc(N=c2oc3c(C)ncc(CO)c3cc2C(N)=O)cc(OC)c1OC ?
G6PDH CS: 4.9; TNAP inh no acc: -5.4; PMI act: 1; Efa HMGR inh: -2.5; Diaphorase inh: -13.6; TNAP act hiacc: 1; Diaph act CS: 1.1; PMI act hi M6P: 1; TNAP inh hiacc: -1.6; FLuc stim CS: 1

What do the screens show for `O=C(O)CCSCc1ccccc1F`?
G6PDH CS: 17.7; TNAP inh no acc: -0.3; PMI act: 1.1; Efa HMGR inh: 2.7; Diaphorase inh: 7.9; TNAP act hiacc: 1; Diaph act CS: 0.9; PMI act hi M6P: 1.1; TNAP inh hiacc: -1.9; FLuc stim CS: 1.1

What do the screens show for `CCN(CC)C(=O)CSc1nc(O)c(Cc2ccccc2)c(=O)n1-c1ccccc1`?
G6PDH CS: -1.1; TNAP inh no acc: -10.1; PMI act: 1; Efa HMGR inh: -0.6; Diaphorase inh: 10.2; TNAP act hiacc: 1; Diaph act CS: 0.9; PMI act hi M6P: 1.1; TNAP inh hiacc: -1.4; FLuc stim CS: 1

Results for Oc1ccccc1/C=N/Nc1cccc2cccnc12 ?
G6PDH CS: 5.4; TNAP inh no acc: inactive; PMI act: 1.3; Diaphorase inh: 4.3; TNAP act hiacc: 1; Diaph act CS: 1; PMI act hi M6P: 1.8; TNAP inh hiacc: 3.0; FLuc stim CS: 0.6

How did Cn1cc(C(=O)NCN2CCCCC2)c2ccccc21 do in these assays?
G6PDH CS: -0.6; TNAP inh no acc: -15.1; PMI act: 1.1; Efa HMGR inh: -0.4; Diaphorase inh: 9.1; TNAP act hiacc: 1; Diaph act CS: 0.9; PMI act hi M6P: 1; TNAP inh hiacc: -3.8; FLuc stim CS: 1.1

Results for C=CCN1CCN(C(c2ccccc2OC)c2nnnn2C(C)(C)C)CC1 (configuration not stated) ?
G6PDH CS: 3.9; TNAP inh no acc: -10.0; Efa HMGR inh: -2.0; TNAP act hiacc: 1; TNAP inh hiacc: -4.9; FLuc stim CS: 1.1

How did Nc1ccc2oc3ccccc3c2c1 do in these assays?
G6PDH CS: -6.6; TNAP inh no acc: -1.5; PMI act: 1.1; Efa HMGR inh: -4.5; Diaphorase inh: 17.1; TNAP act hiacc: 1; Diaph act CS: 0.8; PMI act hi M6P: 0.9; TNAP inh hiacc: -0.3; FLuc stim CS: 0.9

What do the screens show for `O=C(Cn1ncc2c(=O)oc3ccccc3c21)N1CCN(C(=O)c2ccco2)CC1`?
G6PDH CS: 2.2; TNAP inh no acc: -13.6; PMI act: 0.9; Efa HMGR inh: -0.6; Diaphorase inh: 20.0; TNAP act hiacc: 1.1; Diaph act CS: 0.8; PMI act hi M6P: 1; TNAP inh hiacc: -5.8; FLuc stim CS: 1.1

How did C[C@]12CCC3C(CC=C4C[C@@H](O)CC[C@@]43C)C1CCC2[C@]1(C)CCC(=O)O1 (some centres not stated) do in these assays?
G6PDH CS: -5.0; TNAP inh no acc: -2.8; PMI act: 0.9; Efa HMGR inh: -2.5; Diaphorase inh: 0.0; TNAP act hiacc: 1; Diaph act CS: 1; PMI act hi M6P: 1; TNAP inh hiacc: -1.5; FLuc stim CS: 1.1

Results for CC(=O)c1cc(C(c2csc(C(C)=O)c2)c2csc(C(C)=O)c2)cs1 ?
G6PDH CS: 6.2; TNAP inh no acc: -1.9; PMI act: 0.9; Efa HMGR inh: 0.5; Diaphorase inh: 14.5; TNAP act hiacc: 1; Diaph act CS: 0.9; PMI act hi M6P: 0.8; TNAP inh hiacc: 0.9; FLuc stim CS: 1

What do the screens show for `COC(=O)Nc1ccc(S(=O)(=O)N2CCCCC2)cc1`?
G6PDH CS: -1.3; TNAP inh no acc: -6.5; PMI act: 1; Efa HMGR inh: 3.3; Diaphorase inh: 13.7; TNAP act hiacc: 1; Diaph act CS: 0.9; PMI act hi M6P: 1; TNAP inh hiacc: 0.0; FLuc stim CS: 1

How did Cc1cc2c(nn1)CCc1nonc1-2 do in these assays?
G6PDH CS: 14.2; TNAP inh no acc: -6.6; PMI act: 1.1; Efa HMGR inh: -0.3; Diaphorase inh: 6.2; TNAP act hiacc: 1; Diaph act CS: 0.9; PMI act hi M6P: 1.1; TNAP inh hiacc: -3.6; FLuc stim CS: 1.1

Results for O=C(O)C1C(=O)NCC1c1ccccc1 (configuration not stated) ?
G6PDH CS: -1.4; TNAP inh no acc: -14.5; PMI act: 1.1; Efa HMGR inh: -5.5; Diaphorase inh: -0.6; TNAP act hiacc: 1.1; Diaph act CS: 1; PMI act hi M6P: 1; TNAP inh hiacc: -5.0; FLuc stim CS: 1.1

How did S=C(NCc1ccccc1)NCc1ccccc1 do in these assays?
G6PDH CS: 9.0; TNAP inh no acc: 0.6; PMI act: 0.9; Efa HMGR inh: -0.3; Diaphorase inh: 3.3; TNAP act hiacc: 1; Diaph act CS: 1; PMI act hi M6P: 1; TNAP inh hiacc: -1.8; FLuc stim CS: 1

What do the screens show for `Cc1ccc(S(=O)(=O)N(C)C)cc1NC(=S)NNC(=O)C(N)=O`?
G6PDH CS: 12.4; TNAP inh no acc: -158.8; PMI act: 1.1; Efa HMGR inh: 3.4; Diaphorase inh: 11.8; TNAP act hiacc: 1.1; Diaph act CS: 0.9; PMI act hi M6P: 1.1; TNAP inh hiacc: -6.1; FLuc stim CS: 1.1

Results for CC(C)NC(=O)c1onc(CSc2ccc(F)cc2)c1C(=O)O ?
G6PDH CS: 5.6; TNAP inh no acc: -10.1; PMI act: 1.1; Efa HMGR inh: -5.7; Diaphorase inh: -7.3; TNAP act hiacc: 1; Diaph act CS: 1.1; PMI act hi M6P: 1.1; TNAP inh hiacc: 0.4; FLuc stim CS: 1
